Source: PubChem (National Center for Advancing Translational Sciences (NCATS))
Nrf2 block: Nrf2 pathway inhibition; A549 ARE-Fluc reporter, luciferase luminescence, 18-24 h; Potency, µM (titrated, usually from 46 µM), for inactives: top-dose activity change, negative = inhibition, most hits filed as inhibitors; 2.1% of 360,000 active; AID 504444; further: potency means the concentration at half of the fitted maximal effect; on the % scale 0 is the no-effect control and ±100 the full control effect; nearly all actives have a fitted effect of over 60% in size
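A549 ARE_Fluc cells (5000/well, 5% FBS OPTI-MEM) pre-incubated 2 h, then treated with compounds 18-24 h at 37C/5% CO2 in concentration-response. CellTiter-Fluor viability read first; BugLite luciferase luminescence after 15 min at room temperature gives Nrf2 activity.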
EPAC2 ag: EPAC2 (human) agonism; Q8WZA2; EPAC2 activation, biochemical qHTS; response scale: 100% = 6.5 mM cAMP response; Potency, µM (titrated, usually from 154 µM), for the others: at the top dose activation, usual class: activators; 0.079% of 360,000 active; AID 720711; further: potency means the concentration at half of the fitted maximal effect; nearly all actives have a fitted effect of over 50% in size
Target sequence (Q8WZA2 whole entry, looked up): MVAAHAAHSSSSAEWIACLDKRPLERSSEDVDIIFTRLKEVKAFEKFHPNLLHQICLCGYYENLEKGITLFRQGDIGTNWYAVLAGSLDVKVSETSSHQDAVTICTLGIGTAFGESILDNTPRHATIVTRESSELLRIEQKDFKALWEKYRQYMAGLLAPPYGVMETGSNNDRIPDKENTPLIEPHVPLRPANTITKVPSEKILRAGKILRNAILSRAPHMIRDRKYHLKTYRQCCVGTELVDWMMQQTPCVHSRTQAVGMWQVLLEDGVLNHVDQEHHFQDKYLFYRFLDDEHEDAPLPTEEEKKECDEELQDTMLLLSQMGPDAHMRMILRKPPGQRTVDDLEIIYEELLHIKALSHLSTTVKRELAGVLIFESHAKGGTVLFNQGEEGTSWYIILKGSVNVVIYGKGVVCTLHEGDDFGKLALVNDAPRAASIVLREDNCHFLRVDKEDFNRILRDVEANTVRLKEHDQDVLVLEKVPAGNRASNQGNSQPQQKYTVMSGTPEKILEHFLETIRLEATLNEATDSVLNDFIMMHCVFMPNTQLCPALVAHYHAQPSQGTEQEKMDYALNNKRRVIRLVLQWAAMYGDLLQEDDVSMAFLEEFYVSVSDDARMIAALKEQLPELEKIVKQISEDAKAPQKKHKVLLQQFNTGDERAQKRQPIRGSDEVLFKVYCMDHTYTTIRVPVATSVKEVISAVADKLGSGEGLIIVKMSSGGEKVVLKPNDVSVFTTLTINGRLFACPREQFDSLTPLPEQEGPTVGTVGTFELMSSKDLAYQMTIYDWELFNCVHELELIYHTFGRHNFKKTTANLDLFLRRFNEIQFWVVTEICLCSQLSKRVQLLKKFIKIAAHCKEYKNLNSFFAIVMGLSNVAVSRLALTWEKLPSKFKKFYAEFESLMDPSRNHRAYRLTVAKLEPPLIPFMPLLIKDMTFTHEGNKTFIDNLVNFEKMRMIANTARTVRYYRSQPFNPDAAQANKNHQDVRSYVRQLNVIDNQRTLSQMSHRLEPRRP
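Compounds were titrated in qHTS against a Rap1B-BODIPY-GDP (250 nM) complex with EPAC2 (100 nM) and GDP (50 uM). BODIPY-GDP release tracked at 480/540 nm over 30 min at room temperature, normalized to 6.5 mM cAMP.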
Nrf2 activator: activators of Nrf2 (ARE) signaling. AREc32 ARE-luciferase reporter (MCF7-derived line), luminescence, 24 h. Potency, µM (top dose mostly 46.1 µM), for inactives: at the highest dose activation, usual class: activators. 0.31% of 410,000 active; further: potency means the concentration at half of the fitted maximal effect; % of control where 0% means no effect; nearly all actives have a fitted effect of over 65% in size
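Each well held 1000 AREc32 cells, which were incubated with compound for 24 hr at 37 deg C after overnight attachment, and ARE reporter activity was quantified by firefly luciferase luminescence.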
ATXN viability: viability counter-screen for ATXN expression inhibitors; Potency, µM (doses to about 56.7 µM), usual class: cytotoxic; S2 cells (HEK-293 line with an ATXN2-luciferase reporter) viability, CellTiter-Fluor protease fluorescence, 24 h; 0.49% of 400,000 active; further: potency means the concentration at half of the fitted maximal effect; nearly all actives have a fitted effect of over 40% in size
TGFb SMAD3 inh: blocks TGF-b signaling | HepG2 CAGA-GFP TGF-b/SMAD3 reporter, GFP fluorescence, 18 h; TGF-beta stimulated, 500 pg/mL final | Potency, µM (titrated, usually from 46.1 µM), for the others: top-dose activity, negative = inhibition, most hits filed as inhibitors | 1.2% of 410,000 active | AID 588855; further: potency means the concentration at half of the fitted maximal effect; on the % scale 0 is the no-effect control and ±100 the full control effect; nearly all actives have a fitted effect of over 65% in size
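Inhibition was scored as loss of TGF-beta-induced (500 pg/mL final, 18 hours, 37 degrees C) GFP in HEPG2 cells carrying a CAGA-GFP reporter, in DMEM with 1% FBS. Well GFP was summed per cell; Activity was normalised to unstimulated and stimulated DMSO wells, then concentration-response fitting.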
A549 viability: A549 cytotoxicity, counter-screen for Nrf2 inhibitors; A549 ARE-Fluc cells, CellTiter-Fluor viability, 18-24 h; Potency, µM (titrated, usually from 46 µM), for the others: at the highest dose activity change, negative = cytotoxicity, hits mostly inhibitors; 0.16% of 390,000 active; further: potency means the concentration at half of the fitted maximal effect; on the % scale 0 is the no-effect control and ±100 the full control effect
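Cytotoxicity counterscreen: CellTiter-Fluor fluorescence was measured in A549 ARE_Fluc cells after 18-24 h of compound exposure in a concentration series. The subsequent BugLite luminescent read reports ARE-luciferase activity.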
HepG2 tox: counter-screen for TGF-b inhibitors: cytotoxicity in HepG2 cells. HepG2 CAGA-GFP viability, ATP luminescence, 18 h. Potency, µM (series often up to 46.1 µM), for inactives: at the highest dose activity change, negative = cytotoxicity, usual class: cytotoxic. 0.76% of 410,000 active. AID 588856; further: potency means the concentration at half of the fitted maximal effect; some results filed as inactive show a strong effect at the top dose
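HepG2 CAGA-GFP cells (1000/well, DMEM with 1% FBS) received compound, then TGF-beta at 500 pg/mL final, and were incubated 18 hours at 37 degrees C. Viability was read by CellTiter-Glo luminescence. Media-only wells were set as complete cell-killing and DMSO as no toxicity.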
IL-2 act: activates IL-2 in a cell-based reporter assay. IL-2 activation reporter assay, cell-based qHTS; stimulated with anti-CD3/CD4/CD28 beads; in transgenic mouse T cells. AID 652025. 0.065% of 360,000 active. activation, % (series mostly up to about 46 µM); in the data active means activation above about 50%; inconclusive means mostly about 30% to 49%; further: 0% is about no effect
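First, unstimulated transgenic mouse T cells were exposed to compound for 60 min. Next, anti-CD3/anti-CD4-coated beads with anti-CD28 were added. Finally, after 18 h at 37 degrees C, EGFP and DsRed were imaged.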
ATXN2 expr inh: inhibitors of ATXN2 expression. 0.72% of 360,000 active. Potency, µM (top dose mostly 57 µM), for inactives: at the top dose activity change, negative = inhibition, hits mostly inhibitors. AID 1745845. HEK-293 ATXN2-luciferase reporter, luminescence, 24 h; further: potency means the concentration at half of the fitted maximal effect; on the % scale 0 is the no-effect control and ±100 the full control effect; nearly all actives have a fitted effect of over 55% in size
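ATXN2-luciferase reporter cells (luciferase flanked by upstream and downstream ATXN2 gene portions) were treated 24 h at 37 °C with compounds at up to 57 uM. SteadyGlo luminescence gave expression; GF-AFC fluorescence gave viability.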
* marks the source's active call; other numbers are inactive results; i = inactive; ? = inconclusive; nt = no result given; & = joins results of further samples; [ ] = remark or other dose. Unless noted, the call rests on the fitted dose curve; in most records, active means well fitted curve in the direction sought with a large enough effect; inconclusive means small, poorly fitted or top-dose-only effect, or another doubt; inactive means no such curve, though single readings can be large; an effect the other way counts as inactive or inconclusive. Random draw from the library; 4.3% or so of the library scored in one or more.

Preview:
SMILES | Nrf2 block | EPAC2 ag | Nrf2 activator | ATXN viability | TGFb SMAD3 inh | A549 viability | HepG2 tox | IL-2 act | ATXN2 expr inh
O=C(CCN1N=C(c2ccccc2)CCC1=O)NCC1CCCO1 (stereo not given) | 1% | 13% | -0.3% | i | 0% | 5% | -6% | 0.3 | nt
CN(Cc1ccccc1)c1ncnc2c1cnn2-c1ccccc1 | ? | 24% | 4.1% | i | 30% | -2% | -17% | 0.1 | 67%[activator]

The list itself, previewed entries included:
SMILES | Nrf2 block | EPAC2 ag | Nrf2 activator | ATXN viability | TGFb SMAD3 inh | A549 viability | HepG2 tox | IL-2 act | ATXN2 expr inh
O=C(CCN1N=C(c2ccccc2)CCC1=O)NCC1CCCO1 (stereo not given) | 1% | 13% | -0.3% | i | 0% | 5% | -6% | 0.3 | nt
CN(Cc1ccccc1)c1ncnc2c1cnn2-c1ccccc1 | ? | 24% | 4.1% | i | 30% | -2% | -17% | 0.1 | 67%[activator]
CCN1CCN(c2ccc([N+](=O)[O-])c(Sc3nc4ccccc4[nH]3)c2)CC1 | -28% | 1% | -0.3% | ? | 9% | ? | -6% | -4.1 | -35%
Cc1ccc(S(=O)(=O)NCCC(=O)N2CCN(c3ccccc3)CC2)cc1C | -6% | 7% | 4.4% | i | -19% | 1% | -13% | -0.5 | -25%
O=C(NNc1ccccc1)c1ccc(Cl)c(Cl)c1 | -11% | -4% | 0.4% | i | 0% | 0% | -15% | -1.8 | 4%
Cc1ccnc(SCC(=O)Nc2c(C)n(C)n(-c3ccccc3)c2=O)n1 | 4% | 1% | -0.2% | i | -32% | -1% | 7% | -2.4 | -3%
CC(=O)c1ccc(NC(=O)CCn2c(=O)oc3ccccc32)cc1 | 5% | 7% | -0.1% | i | 10% | -3% | 0% | 0.2 | -5%
COc1ccc2nc(SCC(=O)C(C)(C)C)[nH]c2c1 | ? | 6% | 7.4% | ? | 4% | -8% | 21% | 0.3 | nt
COc1ccccc1N1CCN(C(=O)CNS(=O)(=O)c2ccc(Br)s2)CC1 | ? | 10% | 0.2%&4.5% | i | ? | -10%&12% | 2%&-31% | 1.5 | 1%&-10%
CCCc1cc(=O)[nH]c(SCC(=O)NCCCC(=O)OCC)n1 | -13% | 10% | -0.8% | i | 1% | -9% | 0.45µM* | -2.3 | -5%
CC(Cc1ccsc1)NC(=O)CCc1nnc(COc2ccccc2)o1 (stereo not given) | ? | 4% | 0.0% | i | 0% | 0% | -2% | 0.6 | 12%
CCN1/C(=C/c2ccc3cc(C)ccc3[n+]2C)Sc2ccc3sccc3c21 | 18µM* | ? | 0.1% | nt | -21% | -25% | -29% | 4.1 | nt
O=C(CN1CCN(C2CCCCC2)CC1)Nc1ccccc1-c1ccccc1 | 11% | 6% | -0.3% | i | -22% | 1% | -1% | 1.6 | -9%
COc1ccc(-c2cc(C(=O)OCC(=O)c3c(N)n(C)c(=O)n(C)c3=O)c3ccccc3n2)cc1 | ? | 0% | -0.8% | i | 10% | -1% | -2% | -3.2 | 8%
COc1ccc(CNC(=O)c2cccc(S(=O)(=O)N3CCN(C)CC3)c2)cc1 | -20% | 8% | -0.4% | i | -4% | 3% | -62% | -0.2 | -4%
CC(C)(C)c1ccc(-c2c(C(=O)O)c(C(=O)O)c3n2CSC3)cc1 | 0% | 7% | 0.3% | i | -2% | 4% | -1% | -3.0 | 10%
COC(=O)C1=C(C)NC(=S)N(C(C)=O)C1c1ccc(OC)c(OC)c1 (stereo not given) | 15µM* | 5% | 0.2% | i | ? | -13% | -17% | -1.8 | -17%
Cc1ccc(-c2nc(S(=O)(=O)c3ccc(C)cc3)c(N(C)C)o2)cc1 | -4% | -4% | 0.2% | ? | 23% | -4% | -2% | 0.0 | -2%
COc1ccc2oc(C)c(C(=O)NN)c2c1 | -4% | 9% | -0.8% | i | 6% | 5% | 1% | -0.9 | 0%
NC(=O)c1ccsc1NC(=O)COC(=O)C1=NNC(=O)CC1 | 8% | 11% | 0.1% | i | 13% | 0% | -8% | 2.3 | nt
CC(C)N1CCc2c(sc(NC(=O)Cc3ccccc3)c2C(N)=O)C1 | 9% | 3% | -0.7% | i | 13% | -8% | -16% | -1.4 | -3%
COc1ccc(CNC(=O)NCc2ccc(OC)c(OC)c2)cc1OC | 12% | 9% | -0.5% | i | -9% | -4% | -20% | -1.0 | 5%
COCOCCn1cc(CN2CCS(=O)(=O)N(Cc3ccc(-c4ccc(OC)cc4)cc3)C(C(C)C)C2=O)nn1 (stereo not given) | nt | 3% | -0.5% | i | 0% | nt | -20% | -1.7 | -28%
CN(c1ccc(C(=O)Nc2cccc(O)c2)cc1)S(=O)(=O)c1ccccc1 | 6% | 9% | 5.4% | ? | 3% | -3% | 2% | -3.5 | 7%
O=C(c1cccn1-c1nnc(N2CCCC2)s1)N1CCN(c2ccccc2)CC1 | 7% | nt | -0.8% | nt | 0% | 5% | -26% | nt | nt
C=CCSc1nc2sc(C)c(C)c2c(=O)n1CC=C | ? | 7% | 0.2% | i | 3% | 0% | -25% | -2.1 | 3%
Cc1csc(SCC(=O)N(C)C2CCS(=O)(=O)C2)n1 (stereo not given) | -20% | 2% | 0.0% | i | 3% | -2% | 2% | 0.2 | 7%
CCOc1ccc(-c2noc(CSc3nnc(Cc4ccccc4)n3-c3cccc(C)c3)n2)cc1 | 26µM* | nt | -0.1% | ? | ? | ? | -17% | nt | ?
O=C(NCc1ccc2c(c1)CCN2C(=O)c1ccc(F)cc1)c1c(F)cccc1F | nt | nt | -0.7% | nt | -5% | -7% | -25% | nt | nt
Cc1cc(O)c2c(c1O)C(=O)[C@]13C(=C2O)C(=O)[C@@H]2[C@@H](O)[C@H]1[C@@H]1[C@H](O)[C@H]3C(=O)C3=C(O)c4c(O)cc(C)c(O)c4C(=O)[C@]312 | 0.37µM* | 4% | 5.5% | ? | ? | ? | -26% | -0.1 | ?
COCCCNC(=O)c1cccn2c(=O)c3cc4ccccc4cc3nc12 | ? | 4% | 10% | ? | 4% | ? | -18% | 0.1 | ?
CN(c1cccc(NC(=O)COc2ccccc2)c1)S(C)(=O)=O | ? | 3% | 0.8% | i | 1% | -5% | -2% | -0.8 | 32%[activator]
O=C(Cc1ccc(-n2c(=S)[nH]c3ccccc3c2=O)cc1)N1CCC(N2CCCCC2)CC1 | -3% | -2% | 0.0% | i | 11% | -18% | 7% | -2.5 | 4%
CN(C(=O)COC(=O)COc1ccc2ccccc2c1)c1c(N)n(Cc2ccccc2)c(=O)[nH]c1=O | 1% | -5% | -0.2% | i | -11% | 0% | 0% | -0.1 | 3%
C#CCOc1ccc(OC)cc1C(c1c(C)[nH][nH]c1=O)c1c(C)[nH][nH]c1=O | -20% | 2% | 2.0% | i | -1% | 7% | 3% | -0.6 | -2%
CC1=C2C3OC(=O)C(C)C3CCC2(C)C=C(Br)C1=O (stereo not given) | nt | 12% | 0.5% | i | -6% | nt | -15% | -2.6 | nt
CCCn1nnnc1NCc1c(Cl)cccc1Cl | 4% | 5% | 0.6% | i | -2% | 2% | 4% | 0.3 | 11%
CC1=C(C(=O)N2CCOCC2)CC(CC(=O)NC2CC2)C(=O)N1Cc1ccc(F)cc1 (stereo not given) | nt | 11% | -0.5% | i | 1% | nt | -1% | -0.3 | 12%
CSc1nnc(C(C)(C)C)c(=O)n1/N=C/c1ccccc1 | -16% | -1% | 0.1% | ? | 50% | 0% | 27% | -2.2 | -13%
O=c1oc2ccccc2c(Nc2ccccc2)c1CN1CCCCC1 | 25% | 3% | 3.5% | i | ? | -13% | -27% | -0.4 | -7%
COc1ccc(OCC(O)CN2CCN(c3ccc(OC)cc3)CC2)cc1 (stereo not given) | 8% | -2% | -0.1% | i | 0% | 2% | -4% | -2.0 | 2%
COc1ccc(S(=O)(=O)n2ccc(-c3ccc(OCCN(C)c4ccccn4)cc3)n2)cc1 | ? | 6% | 0.2% | i | -19% | -8% | -28% | -2.7 | -27%
Cc1ccc2nc(CSc3nnc(Nc4ccccc4F)s3)cc(=O)n2c1 | 19% | 3% | -0.2% | i | ? | -4% | -23% | -1.2 | -6%
COC(=O)CN1C(=O)C2(OCCCO2)c2cc(Br)ccc21 | nt | -2% | -0.5% | i | -6% | 21% | 4% | -0.4 | 5%
CC(C)CN(C(=O)COC(=O)c1cc2c(s1)CCC2)C1CCS(=O)(=O)C1 (stereo not given) | 1% | 2% | 0.4% | i | -2% | -5% | 8% | 2.6 | 4%

Look-ups from the entries so far.
ATXN2 expr inh, CC1=C(C(=O)N2CCOCC2)CC(CC(=O)NC2CC2)C(=O)N1Cc1ccc(F)cc1 (stereo not given) → 12%
A549 viability, O=c1oc2ccccc2c(Nc2ccccc2)c1CN1CCCCC1 → -13%

Next results follow:
SMILES | Nrf2 block | EPAC2 ag | Nrf2 activator | ATXN viability | TGFb SMAD3 inh | A549 viability | HepG2 tox | IL-2 act | ATXN2 expr inh
O=C(OCC#CCSc1nnc(-c2cccc3ccccc23)o1)c1ccc(F)cc1 | 4% | 2% | -0.4% | i | -15% | -10% | -1% | -0.1 | 11%
O=C(N/N=C/c1cccnc1)c1ccc2ccccc2c1O | -8% | -2% | 1.8% | i | 2% | -14% | -3% | -1.0 | 5%
O=C(Cc1ccccc1)Nc1sc2c(c1C(=O)Nc1ccccc1Cl)CCCC2 | 13% | nt | 3.5% | i | -17% | 11% | -18% | nt | -5%
Cc1ccc2c(CC(=O)NC3CCCc4ccccc43)coc2c1 (stereo not given) | -6% | 5% | 1.5% | i | 0% | 17% | 3% | -0.7 | -2%
